TbMetRS inhib: blocks T. brucei methionyl-tRNA synthetase activity; purified T. brucei MetRS, ATP depletion, Kinase-Glo luminescence; inhibition, % at 11.9 µM; 0.4% of 360,000 active;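 active means inhibition above a per-plate cutoff of the control wells' mean inhibition plus 3 SD, cut at about 5.5% in these data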;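 further: 0% = DMSO wells median and 100% = median of wells with control inhibitor compound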
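assay system = parasite MetRS enzyme | timing = 15 min preincubation, 2 h reaction, all 25 °C | evaluation = percent inhibition relative to median high and low control wells | medium = HEPES buffer containing pyrophosphatase, BSA, spermine, DTT | compound = single dose, 11.9 µM final nominal, 0.9% final DMSO | detection = Kinase-Glo luminescence, ATP depletion format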
CSN inh: blocks human CSN-mediated cullin deneddylation; Purified CSN, SCF-Nedd8-OG deneddylation, fluorescence polarization; inhibition, % at 12.5 µM; 0.38% of 360,000 active; Q92905; AID 651999;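 active means pattern-corrected inhibition above about 35%, with an unprinted fluorescence ratio check between 0.5 and 1.5, limit read from the data, passing the limit was not always enough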;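 further: 0% = enzyme with substrate and 100% = substrate without enzyme; some results filed as inactive read as strong as hits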
Target sequence (Q92905 whole entry, looked up, one chain of several): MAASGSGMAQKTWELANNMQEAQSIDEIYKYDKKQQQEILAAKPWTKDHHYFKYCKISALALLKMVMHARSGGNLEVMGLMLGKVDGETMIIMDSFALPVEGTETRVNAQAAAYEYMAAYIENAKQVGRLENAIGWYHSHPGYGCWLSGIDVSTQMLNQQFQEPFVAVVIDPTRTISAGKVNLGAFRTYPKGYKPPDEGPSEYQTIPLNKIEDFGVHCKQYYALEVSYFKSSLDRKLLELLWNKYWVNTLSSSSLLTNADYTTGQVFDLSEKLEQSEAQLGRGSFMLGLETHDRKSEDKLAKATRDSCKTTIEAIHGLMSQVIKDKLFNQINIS
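Detection – fluorescence polarization · System – HEK293T-derived human Csn5 enzyme · Controls – substrate-only high control, full reaction low control · Timing – 90 min, room temperature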
MLLE-PAM2 inh: inhibitors of microRNA-mediated deadenylation, human PABP1 MLLE binding | P11940 | GST-MLLE / FITC-PAM2 fluorescence polarization | inhibition, % at 20 µM | 0.36% of 360,000 active | AID 588489; in the data active means inhibition above about 35%, passing the limit was not always enough;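 further: plate controls were DMSO wells with GST-MLLE for no effect and wells lacking GST-MLLE protein for full effect; some results filed as inactive read as strong as hits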
Target sequence (P11940 whole entry, looked up): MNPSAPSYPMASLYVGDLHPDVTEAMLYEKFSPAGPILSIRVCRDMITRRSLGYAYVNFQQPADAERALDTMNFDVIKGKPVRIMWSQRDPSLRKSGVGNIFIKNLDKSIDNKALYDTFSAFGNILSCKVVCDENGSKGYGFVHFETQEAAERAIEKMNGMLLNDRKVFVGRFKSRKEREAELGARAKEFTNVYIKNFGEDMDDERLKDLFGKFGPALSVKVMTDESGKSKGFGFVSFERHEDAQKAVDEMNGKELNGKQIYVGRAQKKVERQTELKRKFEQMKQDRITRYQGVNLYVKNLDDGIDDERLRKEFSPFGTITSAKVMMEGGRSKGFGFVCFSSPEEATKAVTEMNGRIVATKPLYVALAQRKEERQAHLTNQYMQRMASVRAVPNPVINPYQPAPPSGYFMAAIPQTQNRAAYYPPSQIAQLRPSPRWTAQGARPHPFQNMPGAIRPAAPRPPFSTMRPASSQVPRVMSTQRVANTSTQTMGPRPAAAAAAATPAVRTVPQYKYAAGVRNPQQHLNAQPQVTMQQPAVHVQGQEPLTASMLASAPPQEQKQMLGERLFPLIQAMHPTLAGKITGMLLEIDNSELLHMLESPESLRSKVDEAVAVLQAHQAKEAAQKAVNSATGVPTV
E coli Lon inh: E. coli protease La inhibition; purified E. coli Lon protease, fluorescence polarization; inhibition, % at 7.94 µM; 0.42% of 360,000 active; in the data active means inhibition above about 13%, passing the limit was not always enough;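 further: 0% = enzyme with probe and DMSO and 100% = no enzyme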
Neddylation inh: blocks human cullin neddylation. P61081+Q13564. TR-FRET cullin neddylation, biochemical. calls only at 25 µM. 0.58% of 360,000 active. AID 651699; in the data active means inhibition above about 36%
MsrA act: bovine methionine sulfoxide reductase A activation. activation, % at 10.6 µM. purified bovine MsrA, absorbance read-out. 0.3% of 360,000 active. AID 602163; in the data active means activation above about 7.5%;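 further: 0% = vehicle and 100% = reference activator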
FAS-TE inh: blocks the thioesterase domain of human fatty acid synthase. recombinant FAS-TE, OMFH fluorogenic substrate, fluorescence endpoint. P49327. 0.67% of 360,000 active. inhibition, % at 15 µM;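 active means compounds whose normalised, plate-corrected inhibition of enzyme fluorescence in the single-dose primary screen is 50% or more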;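 further: 0% = DMSO with enzyme and 100% = substrate without enzyme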
MsrA inhibitor: bovine MsrA inhibition; purified bovine MsrA, absorbance read-out; inhibition, % at 15.5 µM; 0.75% of 360,000 active; AID 651718; in the data active means inhibition above about 4.5%;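 further: 0% = vehicle wells with enzyme and 100% = reference inhibitor wells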
Rin1-Abl PPI inh: inhibitors of human Rin1-Abl protein interaction; TR-FRET Rin1/Abl binding, biochemical; inhibition, % at 7.35 µM; 0.4% of 360,000 active; AID 588664; in the data active means inhibition above about 5%, passing the limit was not always enough
* hit, by the source's call; i = inactive; . = no result given.

SMILES	TbMetRS inhib	CSN inh	MLLE-PAM2 inh	E coli Lon inh	Neddylation inh	MsrA act	FAS-TE inh	MsrA inhibitor	Rin1-Abl PPI inh
COc1ccc(-c2nc3ccc(Cl)cn3c2Cc2ccc(C)cc2)cc1OC	-0.8	8	-35	-16	i	-3	-1	0.8	1
COc1cc(/C=N/NC(=O)CC(=O)NC2CCCCC2)ccc1O	0.0	1	4	5	i	-5	-4	-0.4	3
CCOC(=O)C1(C)NC(c2ccco2)C2C(=O)N(c3ccc(C)cc3)C(=O)C21 (centres undefined)	-0.7	-1	-13	-9	i	-4	-12	0.1	2
COc1ccc(N2CCN(C(=O)CNC(=O)c3nn(-c4ccc(OC)cc4)c(=O)c4ccccc34)CC2)cc1	-0.3	-8	12	-4	i	-2	12	-0.7	-2
CC(=NNC(=O)Cn1ccc(C(F)(F)F)n1)c1ccc(-n2ccnc2)cc1	-0.1	-5	2	-3	i	-4	-3	2.8	2
Cc1cccc(NS(=O)(=O)c2ccc(C)c(C(N)=O)c2)c1	-0.1	2	-2	1	i	-4	-2	.	-3
CC(=O)N1CCN(c2nc(-c3ccco3)c3c(c2C#N)CC(C)(C)SC3)CC1	-1.2	7	3	-3	i	-6	-8	2.7	-4
O=C(Nc1c(-c2ccccc2)nc2sccn12)c1ccccc1	-1.8	2	-14	-8	i	-13	-5	0.9	4
NC(=O)c1c(NC(=O)C2c3ccccc3Oc3ccccc32)sc2c1CCCCC2	-0.7	18	-18	-76	i	-5	-4	0.5	1
O=C(Nc1nnc(-c2ccccc2)s1)c1ccccc1O	-0.7	2	-14	-6	i	-2	3	-0.5	-1
CN(C)S(=O)(=O)c1ccc(N2C(=O)CC2(/C=C/c2ccccc2)C(=O)NC2CCCC2)cc1 (centres undefined)	0.2	4	-6	-5	i	-1	60*	0.6	-3
COc1ccc(NC(=S)N2CCN(C(=O)c3ccco3)CC2)cc1OC	-0.5	1	-27	-7	i	-7	-5	-0.2	3
CCCCNC(=O)C1CC(=O)N(CCc2ccc(C)cc2)C1 (centres undefined)	-0.8	-1	-3	8	i	-3	-3	-0.9	-1
CCN1CCN(C(=S)NCC(C)C)CC1	-0.8	-15	-77	7	i	-8	-13	-1.4	-1
CCOC(=O)C1CCCCN1S(=O)(=O)c1ccc2c(c1)CC(C)N2C(=O)C1CCC1 (centres undefined)	0.0	-2	-2	4	i	0	16	-1.1	-1
CC(=O)Nc1ccc(S(=O)(=O)NCC2CCC(C(=O)NCCCN3CCCC3=O)CC2)cc1 (centres undefined)	0.0	-9	-1	3	i	0	-8	0.1	2
COc1ccccc1-c1noc(-c2ccccc2C(=O)N2CCOCC2)n1	-0.4	-5	6	-1	i	-2	-1	-0.3	-2
O=C(COC(=O)c1cccnc1Cl)NCCc1ccc(F)cc1	0.0	0	6	7	i	-3	-6	0.9	-1
COc1ccc(OC)c(N)c1	0.5	-3	9	1	i	3	-15	0.7	2
CCOc1cc(CNCc2ccccn2)ccc1OCC(=O)NC(C)(C)C	0.2	2	17	-7	i	-1	-12	-0.6	-3
CC(C)(C)C(=O)N1CCN(c2ccc([N+](=O)[O-])cc2-n2cccc2)CC1	-0.4	3	-6	7	i	-2	33	0.4	0
CC(C)(C)NC(=O)Nc1ccccc1C(N)=O	-1.0	0	18	5	i	-8	-7	0.7	-1
C(=N\NC1=Nc2cccc3cccc1c23)/c1cccnc1	0.3	30	-74	-40	i	-3	-4	-0.6	-7
CCCc1cc(=O)oc2c(C)c(OCC(=O)Nc3cccnc3)ccc12	-0.6	1	18	-3	i	-4	4	-0.1	2

Three compounds out of the list above, sorted by the number in E coli Lon inh, descending.
compound,E coli Lon inh
O=C(COC(=O)c1cccnc1Cl)NCCc1ccc(F)cc1,7
CCOC(=O)C1CCCCN1S(=O)(=O)c1ccc2c(c1)CC(C)N2C(=O)C1CCC1 (centres undefined),4
C(=N\NC1=Nc2cccc3cccc1c23)/c1cccnc1,-40

Going on with the list:
SMILES	TbMetRS inhib	CSN inh	MLLE-PAM2 inh	E coli Lon inh	Neddylation inh	MsrA act	FAS-TE inh	MsrA inhibitor	Rin1-Abl PPI inh
Cc1nn(-c2ccccc2)c(Cl)c1/C=N/NC(=O)c1cccc(S(=O)(=O)N2CCCC2)c1	-0.1	14	-8	6	i	1	4	1.4	0
CCN(C(=O)c1cc2c(C)nc3ccccc3c2o1)c1cc(Cl)ccc1OC	0.7	1	-2	-3	i	-3	16	-0.8	0
CN(CC(=O)NCc1cccnc1)S(=O)(=O)c1ccc(F)cc1	-0.5	-2	8	3	i	-8	-7	-1.6	2
CCOC(=O)c1sc(SCc2ccccc2)c2c1CC(C)(C)CC2=O	0.5	-2	-1	-1	i	-3	27	2.6	-1
Cc1ccc(C(=O)Nc2ccc(C(=O)O)cc2NC(=O)c2ccc(C)cc2)cc1	-0.3	-5	8	4	i	-2	-4	0.8	-1
Cc1ccc(S(=O)(=O)NC(C(=O)OCC(=O)NC2CCS(=O)(=O)C2)C(C)C)cc1 (centres undefined)	-0.6	-2	4	0	i	-2	1	-0.7	-6
O=C(NCC(=O)N(CCc1ccccc1)C(C(=O)NC1CCCCC1)c1ccncc1)c1ccco1 (centres undefined)	-0.5	2	-7	5	i	-2	3	0.0	-2
CCOC(=O)n1c(=O)oc2cc(S(=O)(=O)N3CCOCC3)ccc21	0.0	-5	-9	-1	i	-11	-7	0.3	3
COC(=O)c1ccc(COc2ccc(/C=N/O)cc2)o1	0.2	0	-10	6	i	-2	-2	0.5	1
COCCNC(=O)C1(C)CCN(C(=O)COc2ccc(Cl)cc2Cl)C1 (centres undefined)	0.5	1	0	3	i	0	-2	1.6	-4
CCCCCCc1cc2cc(S(=O)(=O)c3ccc(C)cc3)c(=O)oc2cc1O	-0.2	-5	-3	0	.	-1	-4	-1.2	0
COc1ccc(-c2noc(CCC(=O)Nc3cc(Cl)c(OC)cc3OC)n2)cc1	-0.7	-4	-5	6	i	-1	30	-0.3	0
CC(=O)Nc1ccc(NC(=O)C(C)OC(=O)CCCOc2ccc(Cl)cc2C)cc1 (centres undefined)	1.2	-5	4	-1	i	0	5	-0.9	1
Cc1ccnc(N=Cc2nc(-c3ccccc3Br)oc2O)c1	-0.5	1	1	0	i	-5	25	6.5*	0
Cc1c[nH]c2cccc(OCC(O)CNC(C)(C)C)c12 (centres undefined)	-0.6	-1	-4	-9	i	0	-8	0.8	-1
c1ccc2c(c1)OCCOCCOCCOCCOc1ccccc1OCCOCCOCCO2	0.6	-8	24	-3	i	-4	-6	0.1	1
Cc1cc(C#N)c(C)c(SCc2[nH]nc3c2C(c2ccccc2)C(C#N)=C(N)O3)n1 (centres undefined)	0.1	-6	8	-7	i	0	33	-0.5	-5
COCC(=O)Nc1cc(C)cn(Cc2cccc(C(F)(F)F)c2)c1=O	0.2	-1	-6	-3	i	-2	2	2.0	0
O=C(O)c1ccc(-c2noc(-c3ccccc3C(F)(F)F)n2)cc1	-0.4	-3	2	6	i	-13	-14	-0.4	2
C=CCSc1nnc(-c2cc3c(C(F)(F)F)nn(C)c3s2)n1C	0.1	-1	-114	-13	i	1	4	0.0	-4
CC(=O)N1CCN(C(=S)NCc2ccccc2)CC1	-0.6	-7	-76	6	i	-2	-8	-0.8	2
CCN(CC)S(=O)(=O)c1ccc(OCC(=O)NCc2ccccc2)cc1	0.0	4	7	2	i	-4	19	-0.1	0
COc1ccc(CN2C(=O)C(CC(=O)NC3CCCCC3)CC(C(=O)N(C(C)C)C(C)C)=C2C)cc1 (centres undefined)	-0.9	7	-6	10	i	1	-4	0.1	-2
COCCn1c(=NC(=O)c2cc(-c3cccs3)nc3ccccc23)sc2cc(S(N)(=O)=O)ccc21	-0.7	0	-36	1	i	-6	18	2.5	1
O=C(OCC(=O)N1CCCC1)c1cc(Cl)ccc1[N+](=O)[O-]	-0.7	4	-8	5	i	-11	-1	2.8	1
COc1ccccc1N1CCN(C(C)C(=O)N2CC(C)OC(C)C2)CC1 (centres undefined)	-0.8	-4	1	-5	i	-2	-3	-0.8	3
O=C(OCC(=O)N1CCCCCC1)c1ccc([N+](=O)[O-])cc1Cl	0.7	0	-5	10	i	-2	3	1.9	1
c1coc(-c2nn3c(-c4ccco4)nnc3s2)c1	-0.4	3	11	-2	i	-10	-6	0.5	2
CCCC(=O)Nc1sc2c(c1C#N)CC(C)(C)NC2(C)C	-0.3	9	-3	0	i	-2	-7	-0.2	-3
C=CCNC(=O)CN1CCN(C(c2ccccc2)c2ccccc2)CC1	-1.1	0	-7	3	i	-2	-5	1.1	3
Fc1cccc(-c2cc3nc4c(c(N5CCOCC5)n3n2)CCCC4)c1	-1.5	5	7	9	.	-8	24	0.6	3
COc1ccc(-c2csc(NC3=NCCCCC3)n2)cc1	0.4	-5	1	1	i	-3	-11	0.6	-2
COc1ccc(OC)c(NC(=O)Nc2nnc(COCCO)s2)c1	0.1	-3	-7	-12	i	-4	-8	-0.1	-5
CCn1cc(C(=O)N2CCN(C3CCCCC3)CC2)c2cc(OC)c(OC)cc2c1=O	-0.3	-6	-4	-1	i	-9	-7	-0.3	1
CCOC(=O)c1[nH]c2ccc(F)cc2c1NC(=O)CCN1CCSCC1	0.0	-1	-5	-7	i	-6	-1	0.1	-2
Cc1ccc2cc(CN(CCN3CCOCC3)Cc3nnnn3Cc3ccco3)c(=O)[nH]c2c1C	-0.5	16	-17	-2	i	0	-4	2.1	0
CCC(=O)c1ccc(OCC(=O)Nc2cccc(S(=O)(=O)N3CCCCCC3)c2)cc1	-0.3	-6	153	5	i	1	26	-0.9	0
O=C(CSc1nc(O)cc(=O)[nH]1)Nc1ccc2c(c1)CCC2	0.0	-5	13	-6	i	0	-3	-0.3	7
O=C(Nc1c(C(=O)N2CCN(c3ccccn3)CC2)oc2ccccc12)c1cccc([N+](=O)[O-])c1	-0.1	-2	15	7	i	3	30	0.3	5
CNC(=O)COC(=O)c1ccccc1C(=O)c1ccc(Cl)c([N+](=O)[O-])c1	0.8	4	-26	1	i	3	2	-0.1	4
CC(=O)c1ccc(N2C(=O)[C@@H]3[C@H](C2=O)[C@H]2c4ccccc4C=NN2[C@@H]3C(C)=O)cc1	-0.8	5	13	7	i	-4	-3	-0.4	-4
CCN(CC)C(=O)Oc1ccc2cc(Br)ccc2c1	1.0	-2	6	12	i	6	10	-0.4	-4
COc1ccc(C)cc1NC(=O)c1nn(C)cc1Br	-0.1	-2	-5	4	i	-1	10	-0.7	1
COCCN(C(=O)CNC(=O)c1cccs1)C(C(=O)NC1CCCCC1)c1ccco1 (centres undefined)	-0.3	-1	3	-3	i	-3	1	1.3	3
CN(C)CCn1c2c(c(SCC(=O)Nc3cccc(C(F)(F)F)c3)nc1=O)CCCC2	-0.3	-2	21	-14	i	-10	0	-0.2	3

Profiles, quoted from the list.
O=C(CSc1nc(O)cc(=O)[nH]1)Nc1ccc2c(c1)CCC2 is entered as TbMetRS inhib: 0.0; CSN inh: -5; MLLE-PAM2 inh: 13; E coli Lon inh: -6; Neddylation inh: i; MsrA act: 0; FAS-TE inh: -3; MsrA inhibitor: -0.3; Rin1-Abl PPI inh: 7
CN(C)CCn1c2c(c(SCC(=O)Nc3cccc(C(F)(F)F)c3)nc1=O)CCCC2 is entered as TbMetRS inhib: -0.3; CSN inh: -2; MLLE-PAM2 inh: 21; E coli Lon inh: -14; Neddylation inh: i; MsrA act: -10; FAS-TE inh: 0; MsrA inhibitor: -0.2; Rin1-Abl PPI inh: 3

High-throughput results as filed in PubChem.
